Screening data (PubChem BioAssay)
NPYLR7 agonist = agonists of mosquito NPYLR7 receptor, primary screen, cell-based, Aedes aegypti, calcium fluorescence, mosquito biting behavior. HEK293T NPYLR7/Galpha15, GCaMP6s calcium fluorescence. activation, % at 10 µM. hit rate 0.15% among 270,000. AID 1259423, 2018; in the data active = activation above about 40%;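 note: 0% = vehicle and 100% = reference agonist at the receptor; some compounds past the cut are filed as inactive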
mcGAS inh = cyclic GMP-AMP synthase inhibitors, mouse, primary biochemical chemiluminescence; Q8C6L5; recombinant cGAS, Kinase-Glo ATP depletion luminescence; inhibition, % at 12.5 µM; hit rate 0.15% among 160,000; AID 1259399, 2018;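 note: 0% = negative control wells and 100% = reference inhibitor with no enzyme activity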
hcGAS lum = Primary biochemical luminescence assay for human cyclic GMP-AMP synthase inhibitors | Q8N884 | recombinant h-cGAS, ATP depletion, Kinase-Glo luminescence | inhibition, % at 12.5 µM | hit rate 0.081% among 290,000 | AID 1259398, 2018;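 note: 0% = vehicle reaction and 100% = reaction without DNA for no activity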
Target sequence (Q8N884 whole entry, looked up): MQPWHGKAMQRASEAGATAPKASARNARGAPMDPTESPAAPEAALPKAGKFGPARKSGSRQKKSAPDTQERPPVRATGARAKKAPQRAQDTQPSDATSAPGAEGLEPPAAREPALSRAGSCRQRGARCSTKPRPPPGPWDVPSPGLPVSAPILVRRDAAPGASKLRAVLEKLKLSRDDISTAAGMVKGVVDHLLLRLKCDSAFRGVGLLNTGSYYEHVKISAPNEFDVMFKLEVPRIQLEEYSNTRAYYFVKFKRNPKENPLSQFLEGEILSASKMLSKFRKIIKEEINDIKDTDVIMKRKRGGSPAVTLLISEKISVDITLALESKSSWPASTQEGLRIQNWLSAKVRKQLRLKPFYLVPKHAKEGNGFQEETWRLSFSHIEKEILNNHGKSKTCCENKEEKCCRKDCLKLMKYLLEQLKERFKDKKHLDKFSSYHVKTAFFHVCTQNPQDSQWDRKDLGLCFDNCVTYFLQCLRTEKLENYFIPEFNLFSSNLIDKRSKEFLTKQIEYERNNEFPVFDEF
* = called active by the depositor; · = no result given; & = joins results of further samples. Cut-off read from the data, not from the text of the source, unless noted: active = inhibition above about 40%; inactive = the rest.

Order of values: NPYLR7 agonist | mcGAS inh | hcGAS lum
CN=c1scc(-c2ccco2)n1N=Cc1cc(Br)ccc1O
→ -4 | -3 | -14
Cc1ccc(-c2csc3ncn(CCC(=O)NCc4ccc(F)c(C)c4)c(=O)c23)cc1
→ -6 | · | -4
O=C(CCn1c(=O)sc2ccccc21)Nc1ccc(Oc2ccccc2)cc1
→ 3 | -5 | -5
CCCCNc1nnc(SCC(=O)c2c(N)n(C3CC3)c(=O)[nH]c2=O)s1
→ 4 | · | -4
OCC1(O)CCCN(Cc2cnc(-c3cccc4ccccc34)nc2)CC1 (stereo not drawn)
→ 8 | · | -7
COc1ccccc1CCNC(=O)N1CCN2CCCCC2C1 (stereo not drawn)
→ -25 | · | -8
Cc1ccc(Cl)cc1-n1ccc2c(cnc3ncnn32)c1=O
→ 1 | · | -11
O=C1/C(=C/c2ccc(Cl)cc2)C=C(c2ccccc2)N1c1ccccc1Cl
→ 12 | -3 | -2
CCN(CC)C(=O)Oc1ccc2c(ccn2Cc2cc(F)ccc2Br)c1-c1ccc(OC)c(OC)c1
→ 23 | -5 | -3
CCOc1ncccc1CN1CCCC(C(=O)N2CCc3ccccc3C2)C1 (stereo not drawn)
→ -15 | · | 3
Cc1cn2c3c(=O)n(Cc4ccc(Br)cc4)c(=O)n(C)c3nc2n1CCOCCO
→ 10 | · | -5
CSc1ccc(C(=O)NCC(=O)NC(C)CC(C)C)cc1 (stereo not drawn)
→ -6 | · | -6
COc1cc(/C=N\n2cnnc2)c([N+](=O)[O-])cc1OCCC(C)C
→ 0 | · | -8
COc1nn(C)cc1C(=O)Nc1ccc(C(C)C)cc1
→ 7 | · | -3
COc1ccc(CCOC(=O)C2CCCCN2C(=O)CCC(=O)c2ccc(SC)cc2)cc1OC (stereo not drawn)
→ 3 | -5 | -6
CC1(C(=O)NS(=O)(=O)c2cccc(Cl)c2)CCN1C(=O)Cc1ccc(Cl)cc1Cl (stereo not drawn)
→ 6 | · | -1
Cc1ccc(CN(C)C(=O)NCc2ccc(C#N)cc2)s1
→ 8 | · | -5
N#Cc1cccc(OCc2ccc(S(=O)(=O)N3CCOCC3)o2)c1
→ 2 | · | 2
COc1ccc(OCCSc2n[nH]c(=O)n2Cc2ccccc2)cc1
→ -1 | -15 | -10
CCCC(=O)N1CCC1(C)C(=O)Nc1ccc(-n2cncn2)cc1 (stereo not drawn)
→ -2 | -6 | -11

A second format for some results above.
> COc1ccccc1CCNC(=O)N1CCN2CCCCC2C1 (stereo not drawn)
  NPYLR7 agonist: -25 | mcGAS inh: · | hcGAS lum: -8

> CCCCNc1nnc(SCC(=O)c2c(N)n(C3CC3)c(=O)[nH]c2=O)s1
  NPYLR7 agonist: 4 | mcGAS inh: · | hcGAS lum: -4

> Cc1ccc(-c2csc3ncn(CCC(=O)NCc4ccc(F)c(C)c4)c(=O)c23)cc1
  NPYLR7 agonist: -6 | mcGAS inh: · | hcGAS lum: -4

> CCCC(=O)N1CCC1(C)C(=O)Nc1ccc(-n2cncn2)cc1 (stereo not drawn)
  NPYLR7 agonist: -2 | mcGAS inh: -6 | hcGAS lum: -11

The listing picks up, repeating the 5 entries before the break.
Order of values: NPYLR7 agonist | mcGAS inh | hcGAS lum
CC1(C(=O)NS(=O)(=O)c2cccc(Cl)c2)CCN1C(=O)Cc1ccc(Cl)cc1Cl (stereo not drawn)
→ 6 | · | -1
Cc1ccc(CN(C)C(=O)NCc2ccc(C#N)cc2)s1
→ 8 | · | -5
N#Cc1cccc(OCc2ccc(S(=O)(=O)N3CCOCC3)o2)c1
→ 2 | · | 2
COc1ccc(OCCSc2n[nH]c(=O)n2Cc2ccccc2)cc1
→ -1 | -15 | -10
CCCC(=O)N1CCC1(C)C(=O)Nc1ccc(-n2cncn2)cc1 (stereo not drawn)
→ -2 | -6 | -11
CCN1C(=O)N(CCCc2cccnc2)C(=O)C12CCN(Cc1ccc(N3CCCC3)cc1)CC2
→ -2 | -12 | -2
CCN(CC)c1ncnc2c1ncn2[C@H]1CN(Cc2ccccc2)C[C@@H](COC(C)=O)O1
→ 4 | -6 | -5
CCOC(=O)c1c(NC(=O)CSc2nc3ccccc3o2)sc2c1CCCC2
→ 0 | -7 | -11
COc1ncc(CN2CCCN(CC3CC3)C(C(C)C)C2)cn1 (stereo not drawn)
→ -3 | -7 | -2
Cc1nn(Cc2ccccc2Cl)c(C)c1CN(C)C(=O)C1CCCN(c2cnccn2)C1 (stereo not drawn)
→ 0 | · | -1
COc1ccc(CCOC(=O)[C@@H]2CCCN2C(=O)c2c(-c3c(Cl)cccc3Cl)noc2C)cc1OC
→ -7 | -3 | -7
CCn1c(C2CCN(C(=O)c3nc(C(C)C)cs3)CC2)n[nH]c1=O
→ 20 | · | -8
CCCC(=NCCCCCCN=C(CCC)C1=C(O)CCCC1=O)C1=C(O)CCCC1=O
→ 2 | · | -4
Clc1cc(CSc2nnc(-c3ccc4c(c3)OCO4)o2)cc2c1OCCO2
→ 9 | · | -8
CCOC(=O)C1(Cc2cccc(OC)c2)CCCN(S(=O)(=O)c2cccs2)C1 (stereo not drawn)
→ 7 | -2 | -3
CCOc1ccccc1CN1CCN(Cc2cnn(C)c2C)CC1CCO (stereo not drawn)
→ -7 | · | -1
CCSc1nc2cc(Cl)ccc2c(=O)n1CCC(=O)O
→ 3 | -5 | -9
Cc1cn2c3c(=O)n(CC(=O)OCc4ccccc4)c(=O)n(C)c3nc2n1C(C)c1ccccc1 (stereo not drawn)
→ 5 | -6 | -5
CN(Cc1ccccc1)Cc1nc(C(c2ccccc2)c2ccccc2)no1
→ 8 | · | -5
CCCOCCCNC(=O)c1cncn1-c1ccc(-c2cc(C(F)(F)F)cc(C(F)(F)F)c2)cc1
→ 4 | 1 | -1
O=C(CCC1CCCC1)NCC#Cc1ccccc1
→ -3 | -16 | -9
CCOC(=O)C1(CC2CCCCO2)CCN(C(=O)NCCc2ccccc2)CC1 (stereo not drawn)
→ 5 | · | -10
CCOC(=O)N1CCN(C(=O)CN2Cc3ccc(OC)cc3OC(C)C2)CC1 (stereo not drawn)
→ 17 | · | -6
COc1cc(Cl)ccc1C(=O)NCc1cccnc1N(C)C
→ 8 | · | -4
O=C(NC1CC(=O)N(Cc2ccccc2Cl)C1)C1CCOCC1 (stereo not drawn)
→ 4 | · | -9

Single entries from the entries so far:
CCCCNc1nnc(SCC(=O)c2c(N)n(C3CC3)c(=O)[nH]c2=O)s1 in NPYLR7 agonist reads 4
O=C(CCC1CCCC1)NCC#Cc1ccccc1 in hcGAS lum reads -9

Next records follow:
Order of values: NPYLR7 agonist | mcGAS inh | hcGAS lum
Cc1onc(-c2c(F)cccc2Cl)c1C(=O)NNC(=O)c1c[nH]c2ccccc12
→ 9 | -4 | -5
CCCC1CCCN(C(=O)Nc2ccc(N3CCOCC3)nc2)CC1 (stereo not drawn)
→ 8 | · | -15
CCCc1nc(CS(=O)(=O)C(C)c2nc(C(C)(C)C)no2)cs1 (stereo not drawn)
→ -2 | · | -8
COc1cccc(CCNC(=O)c2cccnc2Nc2cc(Cl)ccc2C)c1
→ -18 | -5 | -9
O=C(COc1ccc(Cl)cc1)N1CCC(c2nc(-c3ccc(C(F)(F)F)cc3)no2)CC1
→ -1 | -7 | -6
CCCCCC(=O)NN=Cc1ccccc1
→ 1 | · | -2
O=C(NCc1ccc2c(c1)OCO2)C1CC=CCC1C(=O)N1CCc2ccccc2C1 (stereo not drawn)
→ -8 | · | -5
CC(C)(C)C(=O)Nc1nc(-c2cccc(Br)c2)cs1
→ -23 | · | -9
c1ccc(-c2noc(N3CCCC3)c2CNCc2ccco2)cc1
→ 35 | · | -3
Cc1nccc(-c2cccc(NC(=O)C3CCC3)c2)n1
→ 2 | · | -5
Cc1ccccc1Cn1c(NC2CCCC2)nc2c1c(=O)[nH]c(=O)n2C
→ 4 | -9 | -7
O=C(NCCNC(=O)[C@H]1CCCN1C(=O)CCc1ccccc1)c1ccc(F)cc1
→ 0 | 2 | 3
C(=Cc1ccco1)c1nc2ccccc2[nH]1
→ -1 | · | -10
CCc1ccc(C(=O)NCc2cccc(C(=O)Nc3ccncc3)c2)o1
→ 4 | · | -11
COc1cccc(CNC(=O)C2CCN(c3nc4ccccc4o3)CC2)c1
→ 19 | · | -13
Cc1ccc(C)c(OCCN(C)C(=O)c2ccc3c(c2)OCC(=O)N3)c1
→ 20 | -13 | -3
COc1cccc(-c2ccc(SCC(=O)NC3CCCC3)nn2)c1
→ -1 | -7 | -1
CCCn1cc(S(=O)(=O)N2C[C@H]3CC[C@@H]2CN(C(=O)N(C)C)C3)cn1
→ · | -5 | -7
Cc1nc(N2CCN(S(=O)(=O)c3cccs3)CC2)cc(-n2cccn2)n1
→ -5 | -8 | -8
Cc1ccc(-c2cc3c(=O)n(CC(=O)Nc4ccccc4)ccn3n2)cc1
→ 6 | -10 | -8
C=C1c2ccccc2NC(=S)N1c1ccc(OC)cc1
→ 1&3 | -14 | -10&-8
CCCCSc1nc2c(c(=O)[nH]1)C(c1ccc(C(=O)OC)cc1)C(C(=O)OCC)C(C)=N2 (stereo not drawn)
→ -1 | · | -4
COc1ccccc1NC(=O)N(CC(=O)N(CCc1ccc(OC)c(OC)c1)Cc1sccc1C)CC(C)C
→ · | -5 | -10
COc1ccc(C(=O)NCc2ccccn2)cc1Oc1nc(Cc2ccc(F)cc2)ns1
→ 11 | -4 | 0
COc1ccc(NC(=O)CCC2CCCN(C(=O)CSc3ccccc3)C2)c(C)c1 (stereo not drawn)
→ 3 | -11 | -5
Cc1cc(=O)oc(C)c1C(=O)Nc1ccc2nc(-c3ccco3)[nH]c2c1
→ 1 | · | -3
Cc1ccc(-n2nc3c(c2NC(=O)c2ccccc2)CS(=O)(=O)C3)cc1
→ -1 | · | -2
CCCCCC(=O)Nc1c(-c2cc(C)cc(C)c2)nc2ccccn12
→ -5 | -10 | -12
O=C(CC1CSc2nc3c(c(=O)n21)CCCC3)N1CCN(c2cccc(Cl)c2)CC1 (stereo not drawn)
→ -4 | · | -3
CCOC(=O)c1cc(-c2ccc(N3CCN(C(=O)Cc4ccc(OC)cc4)CC3)cc2)n(-c2cccc(F)c2)n1
→ 25 | -7 | -5
CCc1nc(CN2CCCC(C(=O)c3ccc4c5c(cccc35)CC4)C2)c(C)[nH]1 (stereo not drawn)
→ 7 | -6 | -9
CN(CCc1ccccn1)C(=O)C1CC1(c1ccccc1)c1ccccc1 (stereo not drawn)
→ -11 | 2 | -2
CC(=O)Nc1ccc(N=Cc2nc(-c3ccc(Cl)cc3)oc2O)cc1
→ 1 | -4 | -6
c1cncc(-c2nc(N3CCCC4CCCCC43)c3ccccc3n2)c1 (stereo not drawn)
→ 9 | -6 | -6
Cc1c(CN2CCC(Oc3ccccc3C(=O)N3CCCCC3)CC2)[nH]c2c(C)cccc12
→ 3 | -11 | -9
CCCc1nnc(-c2cc3ccccc3n2CCC)o1
→ 0 | -9 | -4
CCOc1ccc(NC(=O)N(CC(=O)N(CCc2ccc(OC)c(OC)c2)Cc2ccco2)C(C)CC)cc1 (stereo not drawn)
→ -3 | 1 | 5
CC1=C(C(=O)OCc2ccccc2)C(c2ccc(Cl)c(Cl)c2)NC(=O)N1C (stereo not drawn)
→ 7 | · | -5
COc1ccc2c(c1)CCc1c(-c3ccc(C(=O)NCc4c(C)cccc4Cl)cc3)n[nH]c1-2
→ 4 | -6 | -8
Cc1ccc(-c2n[nH]c(=S)n2CC(=O)NC(C)c2ccc(F)c(F)c2)cc1 (stereo not drawn)
→ 1 | -10 | -9

4 of the compounds above, as a markdown table:
| SMILES | NPYLR7 agonist | mcGAS inh | hcGAS lum |
| --- | --- | --- | --- |
| CN(CCc1ccccn1)C(=O)C1CC1(c1ccccc1)c1ccccc1 (stereo not drawn) | -11 | 2 | -2 |
| CC(=O)Nc1ccc(N=Cc2nc(-c3ccc(Cl)cc3)oc2O)cc1 | 1 | -4 | -6 |
| c1cncc(-c2nc(N3CCCC4CCCCC43)c3ccccc3n2)c1 (stereo not drawn) | 9 | -6 | -6 |
| Cc1c(CN2CCC(Oc3ccccc3C(=O)N3CCCCC3)CC2)[nH]c2c(C)cccc12 | 3 | -11 | -9 |

The list continues.
Order of values: NPYLR7 agonist | mcGAS inh | hcGAS lum
CCCCC(=O)Nc1nc(-c2ccc(CNC(C)=O)s2)cs1
→ 12 | · | -6
O=C(NCCCN1CCOCC1)c1ccc(CSc2nc(Cl)cc(N3CCN(c4ccc(Cl)cc4)CC3)n2)cc1
→ -4 | 2 | 3
Cc1n[nH]c(C)c1CCC(=O)NN=Cc1c(O)ccc2ccccc12
→ -6 | -6 | -6
CC1CN(S(=O)(=O)c2ccc(C(=O)C=C3N(C)c4ccccc4C3(C)C)cc2)CC(C)O1 (stereo not drawn)
→ -5 | -4 | -4
CCOC(=O)CC1C(=O)NCCN1C1CCCC1 (stereo not drawn)
→ · | -1 | 2
CC1CN(c2cc(Cl)nc(SCC(=O)N(CCC#N)Cc3cccnc3)n2)CCN1C(=O)C1CC1 (stereo not drawn)
→ 26 | -7 | -5
Cn1c(CNC(=O)c2cccc(C3CCNC3)c2)nc2ccccc21 (stereo not drawn)
→ 9 | -20 | -8
CCOc1ccc2nc(N(CCCN(C)C)C(=O)c3ccc(Br)s3)sc2c1
→ 4 | 0 | 2
CCOC(=O)c1cc2c(=O)n3ccccc3nc2n(CC(C)C)c1=NC(=O)C(C)(C)C
→ 2 | · | -6
COc1cc2c(cc1NC(=O)CN1C(=O)c3ccccc3C1=O)oc1ccccc12
→ -6 | -4 | 3
